MBNL1-CUG inh = inhibitors of human MBNL1 binding to CUG repeat RNA; Q9NR56; TR-FRET MBNL1-His/biotin-(CUG)12 binding, 665/545 ratio; Potency, µM (series often up to 57.5 µM), without a hit: at the top dose activity change, negative = inhibition, actives largely listed as inhibitors; 280,000 compounds, 0.036% hits; AID 2675; active = well fitted inhibition curve with a large enough effect in the signal ratio, with a control signal flat, not every such curve was filed as active; inconclusive = small, poorly fitted or top-dose-only effect, or effect the other way, or a change in a side signal; inactive = no such curve, though single readings can be large or run the other way; the % refers to the signal ratio; note: % is set by controls: 0 for no effect and ±100 for the full control effect
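Compounds (final 92 nM to 58 uM) are added to His-tagged MBNL1 and biotin-(CUG)12, then terbium anti-His antibody and streptavidin-XL665 (5 nM final). After 60 min at room temperature, the 665/545 nm ratio is read.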
ELG1 genotoxic = inducers of genotoxicity in HEK293T ELG1-luciferase cells; HEK293T ELG1-luciferase reporter, luminescence, 16 h; 330,000 compounds, 1.3% hits; Potency, µM (top dose mostly 46 µM), for the others: at the top dose activity change, positive = activation, most hits filed as activators; AID 504466; note: % of control where 0% means no effect; nearly all actives have a fitted effect of over 60% in size
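Genotoxicity was scored as increased ELG1-luciferase reporter signal, measured by ONE-Glo luminescence (30 min, room temperature). Compound or vehicle exposure of the HEK293T reporter cells lasted 16 hr at 37°C.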
Rab9 prom act = Rab9 promoter activation; Huh7 Rab9 promoter-luciferase reporter, luminescence, 24 h; Potency, µM (titrated, usually from 9.22 µM), inactives show at the top dose activation, negative = inhibition, hits mostly activators; 320,000 compounds, 2.8% hits; AID 485297; note: % of control where 0% means no effect; nearly all actives have a fitted effect of over 60% in size
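Using Huh7 cells stably transfected with Rab9 promoter–luciferase, compounds were incubated 24 h at 37 °C, 5% CO2; luciferase luminescence was read 10 min after reagent addition.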
FLuc modulator = counter-screen for miR-21 project: firefly luciferase inhibitors or activators | P08659 | purified FLuc, Km substrates, luminescence inhibition | Potency, µM (top dose mostly 57.5 µM), inactives show at the top dose activity change, negative = inhibition, hits mostly inhibitors | 360,000 compounds, 6.9% hits;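 note: plate controls were vehicle for no effect and reference inhibitor for full effect; nearly all actives have a fitted effect of over 55% in size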
Target sequence (P08659 whole entry, looked up): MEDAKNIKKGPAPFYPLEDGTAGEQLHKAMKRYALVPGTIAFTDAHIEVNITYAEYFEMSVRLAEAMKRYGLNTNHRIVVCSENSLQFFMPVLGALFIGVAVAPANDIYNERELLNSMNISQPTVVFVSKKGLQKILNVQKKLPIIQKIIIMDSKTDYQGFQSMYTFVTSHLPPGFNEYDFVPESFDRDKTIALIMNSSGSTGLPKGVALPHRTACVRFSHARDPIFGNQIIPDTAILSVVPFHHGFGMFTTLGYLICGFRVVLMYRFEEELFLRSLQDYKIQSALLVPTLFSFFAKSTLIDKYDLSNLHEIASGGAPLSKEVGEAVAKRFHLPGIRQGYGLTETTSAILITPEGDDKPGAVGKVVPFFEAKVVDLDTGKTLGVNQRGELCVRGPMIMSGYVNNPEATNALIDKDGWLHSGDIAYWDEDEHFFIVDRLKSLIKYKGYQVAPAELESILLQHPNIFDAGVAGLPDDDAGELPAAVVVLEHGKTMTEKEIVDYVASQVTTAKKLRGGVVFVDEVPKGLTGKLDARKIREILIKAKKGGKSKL
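Purified P. pyralis luciferase, 10 nM final, with Km-level 10 uM D-luciferin and 10 uM ATP in 50 mM Tris acetate pH 7.5, 10 mM Mg acetate, 0.01% Tween-20, 0.05% BSA; 6-point qHTS titration about 60 µM downward; luminescence read.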
p53 reactivation = mutant p53 re-activation in reporter cells. 320,000 compounds, 0.063% hits. Potency, µM (titrated, usually from 92.2 µM), without a hit: top-dose activity change, positive = activation, most hits filed as activators. AID 504706. H1299 p53-A138V BP100-luciferase reporter, luminescence, 24 h; note: % of control where 0% means no effect; nearly all actives have a fitted effect of over 45% in size
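H1299 (p53-null), stable ts p53-A138V + BP100-Luc; 1000 cells/well, Opti-MEM/10% FBS; cpd 4 pt, 1:5; 24 h, 37 deg C, 5% CO2; detection reagent 10 min RT; luminescence.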
RORg inh = blocks mouse ROR gamma transcriptional activity; P51450; Drosophila S2 Gal4-RORgamma UAS-luciferase reporter, 20 h; Potency, µM (doses to about 53.6 µM), for the others: at the top dose activity change, negative = inhibition, actives largely listed as inhibitors; 310,000 compounds, 5.4% hits; AID 2551; note: % is set by controls: 0 for no effect and ±100 for the full control effect; nearly all actives have a fitted effect of over 60% in size
Target sequence (P51450 whole entry, looked up, the tested form may be a part): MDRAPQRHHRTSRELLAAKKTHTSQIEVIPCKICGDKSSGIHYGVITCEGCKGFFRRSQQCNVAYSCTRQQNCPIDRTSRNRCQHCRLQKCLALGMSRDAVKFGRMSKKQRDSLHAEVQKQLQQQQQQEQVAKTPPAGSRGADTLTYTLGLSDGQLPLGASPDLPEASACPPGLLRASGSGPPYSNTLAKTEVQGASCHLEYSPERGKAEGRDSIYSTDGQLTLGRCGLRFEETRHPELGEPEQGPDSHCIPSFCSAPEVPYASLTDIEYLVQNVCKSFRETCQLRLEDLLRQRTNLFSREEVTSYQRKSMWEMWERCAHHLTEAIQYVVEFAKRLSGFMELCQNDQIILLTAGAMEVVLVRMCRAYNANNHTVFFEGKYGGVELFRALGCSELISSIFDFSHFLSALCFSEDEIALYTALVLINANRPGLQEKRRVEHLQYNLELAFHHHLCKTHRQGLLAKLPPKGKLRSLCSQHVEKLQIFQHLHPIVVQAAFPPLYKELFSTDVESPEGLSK
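Using a luciferase readout, inhibitors were identified by reduced reporter activity in Drosophila cells coexpressing a copper-inducible Gal4–ROR gamma fusion and UAS-driven Photinus luciferase, incubated 20 hr after 700 uM copper sulfate.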
uPA generation = blocks generation of uPA at the cell surface; cell surface uPA generation assay, qHTS; Potency, µM (series often up to 38.3 µM), for the others: top-dose activity change, negative = inhibition, hits mostly inhibitors; 330,000 compounds, 0.31% hits; active = well fitted inhibition curve with a large enough effect; inconclusive = small, poorly fitted or top-dose-only effect; inactive = no such curve, though single readings can be large or run the other way; tested in mouse RAW 264.7 cells; note: % is set by controls: 0 for no effect and ±100 for the full control effect; nearly all actives have a fitted effect of over 55% in size
NPC1 prom act = NPC1 promoter activation. Huh7 NPC1 promoter luciferase reporter, 24 h. Potency, µM (highest dose often 9.22 µM), inactives show top-dose activation, hits mostly activators. 320,000 compounds, 2.4% hits;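 note: % of control where 0% means no effect; nearly all actives have a fitted effect of over 60% in size; reporter is driven by a mutant NPC1 promoter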
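Cells: Huh7 expressing luciferase under the NPC1 promoter, 1500/well. Seeded 2 h, compound added, incubated 24 h at 37 °C. Luciferase reagent, 10 min ambient, then luminescence.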
BRCA1 expr up = BRCA1 expression activation; MCF7-BRCA1-FFLuc reporter, luminescence, 48 h; response scale: scaled: vehicle 0%, 10 µM genistein 100%; Potency, µM (titrated, usually from 46.1 µM), inactives show at the top dose activation, hits mostly activators; 380,000 compounds, 1.1% hits; note: nearly all actives have a fitted effect of over 80% in size; some results filed as inactive show a strong effect at the top dose
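MCF7-BRCA1-FFLuc, 2000 cells/well; 2 h attach, 37 °C/5% CO2; compound 48 h; luciferase substrate 15 min; luminescence end-point. Norm. to genistein 10 microM max activation and DMSO; concentration-response curves fitted.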
VP16 counter = counter-screen for ROR gamma inhibitors: Gal4-VP16 reporter | Drosophila S2 Gal4-VP16 UAS-luciferase, luminescence, 20 h | AID 2546 | 310,000 compounds, 3.5% hits | Potency, µM (top dose mostly 53.6 µM), for the others: at the highest dose activity, negative = inhibition, hits mostly inhibitors;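 note: Gal4-VP16 expression switched on by copper sulfate through the metallothionein promoter; % is set by controls: 0 for no effect and ±100 for the full control effect; nearly all actives have a fitted effect of over 50% in size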
CXXC DNA block = blocks binding of human MLL CXXC domain to DNA; 290,000 compounds, 0.037% hits; Q03164; AID 2662; MLL-CXXC / FITC-HOXA9 DNA fluorescence polarization; Potency, µM (top dose mostly 115 µM), inactives show at the top dose activity change, negative = inhibition, hits mostly inhibitors; active = well fitted inhibition curve with a large enough effect in the polarisation, with a control signal flat, not every such curve was filed as active; inconclusive = small, poorly fitted or top-dose-only effect, or effect the other way, or a change in a side signal; inactive = no such curve, though single readings can be large or run the other way; the % refers to the polarisation
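Steps: dispense CXXC domain solution (7 uM) → pin compounds or unlabeled HOX-A9 DNA control → 5 min ambient → add FLSN-HOX-A9 solution (50 nM) → spin → 30 min ambient → fluorescence polarization. Tris pH 7.5/NaCl/DTT/BSA buffer.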
Numbers without * were called inactive; ? = inconclusive; . = not tested or not shown; [ ] = remark or other dose. Unless noted, calls come from the whole dose curve; as a rule, active = well fitted curve in the direction sought with a large enough effect; inconclusive = small, poorly fitted or top-dose-only effect, or another doubt; inactive = no such curve, though single readings can be large; an effect the other way counts as inactive or inconclusive. Potency is the fitted concentration of half-maximal effect. An excerpt; the hit share may differ from the screen's.

SMILES	MBNL1-CUG inh	ELG1 genotoxic	Rab9 prom act	FLuc modulator	p53 reactivation	RORg inh	uPA generation	NPC1 prom act	BRCA1 expr up	VP16 counter	CXXC DNA block
O=C(CSc1nnc(Cc2ccccc2)o1)c1ccccc1	0%	?	5%	?	4%	7%	3%	13%	0%	0%	-1%
CC(C)S(=O)(=O)c1cnc(-c2cccnc2)nc1N	.	-1%	20%	-1%	-2%	17%	1%	-3%	24%	3%	-8%
CCCCn1c(N)c(N(CCC(C)C)C(=O)C2CC(=O)N(c3ccccc3OCC)C2)c(=O)[nH]c1=O (configuration not stated)	2%	9%	11%	5%	?	-27%	4%	-7%	-8%	1%	-3%
CCOc1ccc(NC(=O)c2cccc(OC(=S)N3CCC(C)CC3)c2)cc1	-3%	-2%	-2%	?	0%	-25%	2%	-4%	-1%	1%	13%
CCN(CC)c1ccc(NC(=O)CN2CCN(c3ccc(F)cc3)CC2)cc1	0%	-4%	5%	0%	-4%	23%	3%	3%	-1%	8%	-7%
CN1CCC(N(C)C(=O)COc2ccccc2Cl)CC1	.	-3%	2%	0%	5%	.	4%	-1%	-11%	.	.
C#Cc1ccc([C@H]2C=C(C(=O)N3CCN(Cc4ccccc4)CC3)O[C@@H](OCc3ccc(CO)cc3)C2)cc1	21%	-10%	0%	0%	1%	10%	4%	3%	-48%	-11%	-13%
Cc1ccc(-n2nc3c(c2NC(=O)c2cc4ccccc4o2)CS(=O)(=O)C3)cc1	-5%	-3%	1%	5%	-1%	18%	-2%	1%	-18%	18%	13%
O=C(Cc1ccccc1)Nc1ccc(N2CCCC2)cc1	9%	18%	27%	-26%	5%	30%	-5%	13%	17%	0%	9%
CN(C)CCCNS(=O)(=O)c1ccc(Cl)s1	-12%	0%	3%	3%	-2%	-8%	3%	0%	9%	10%	?
N#CC1(NC(=O)COC(=O)C2=COCCO2)CCCCC1	.	0%	-1%	.	4%	.	9%	0%	-6%	.	.
COCCN(C(=O)COC(=O)/C(=C/c1ccccc1)NC(C)=O)c1c(N)n(Cc2ccccc2)c(=O)[nH]c1=O	7%	-1%	-3%	-1%	1%	-27%	14%	0%	-2%	-6%	8%
O=C(c1cc(-c2ccc(F)cc2)on1)N1CCCCCC1	2%	?	1.4µM*	5.4µM*	?	-2%	.	0.89µM*	?	-10%	0%
Cn1cc(S(=O)(=O)N2CCOCC2)cc1C(=O)NCc1ccc(Cl)cc1	-4%	3%	-1%	-1%	.	41%	9%	-1%	-7%	0%	.
O=c1[nH]c(CN2CCN(S(=O)(=O)c3ccccc3C(F)(F)F)CC2)nc2sc3c(c12)CCCC3	.	-4%	-3%	1%	-10%	40%	0%	-3%	-9%	-17%	?
O=C(Nc1nnc(SCc2c(Cl)cccc2Cl)s1)c1ccc2ncsc2c1	7%	4%	1%	-12%	1%	-8%	.	-4%	.	2%	-5%
N#CCCn1nc(-c2ccccc2)c2ccccc2c1=O	-5%	5%	-2%	-1%	9%	10%	-1%	2%	-23%	-6%	0%
N=c1sccn1CC(=O)Nc1cc(Cl)ccc1[N+](=O)[O-]	?	-1%	15%	-1%	8%	-15%	-1%	-3%	8%	14%	0%
O=C(CN1CCCC1)Nc1cc(C(F)(F)F)ccc1Cl	-1%	1%	6%	3%	1%	8%	3%	-5%	-9%	-3%	-1%
N#C/C(=C\Nc1ccc2c(c1)OCCO2)c1nc(-c2ccccc2)cs1	.	?	-12%	3%	3%	15%[10 µM]	10%	0%	-28%	-4%	39%[activator]
COc1ccccc1C(=O)NNc1ncc(C)s1	-1%	1%	14%	0%	-11%	-39%	-3%	-1%	-13%	-16%	-1%
CN(CC(=O)NCCc1ccc(S(N)(=O)=O)cc1)S(=O)(=O)c1cccc2nsnc12	?	-7%	1%	-2%	-8%	-9%	1%	17%	25%	-10%	-1%
Cc1c(C(=O)N2CCN(CCc3ccccn3)CC2)oc2ccc(F)cc12	-5%	0%	-3%	2%	-8%	-14%	15%	0%	-12%	0%	-5%
CCOc1ccc(N(Cc2ccc(OC)c(OC)c2)C(=O)c2ccco2)cc1	-6%	-5%	-1%	-2%	-2%	25%	7%	-1%	-2%	5%	4%
COC(=O)CCCC1=CC2=CC(=O)C(C)(OC(=O)c3cccs3)C(=O)C2=CN1Cc1ccco1 (configuration not stated)	?	4%	-3%	-2%	-3%	-2%	-14%	-3%	11%	-8%	-2%
CCOC(=O)c1ccc(NC(=O)CCc2nc(-c3ccccc3)no2)cc1	-11%	-10%	-13%	-11%	0%	48%	-5%	-1%	-21%	-1%	9%
O=C(CCCOc1ccccc1)NCCc1nc2ccccc2[nH]1	-1%	-2%	-3%	2%	-2%	28%	.	-2%	1%	1%	2%
COc1cccc(NC(=O)Nc2c(C)n(C)n(-c3ccccc3)c2=O)c1	-4%	2%	-3%	-2%	1%	6%	2%	-3%	4%	-2%	0%
c1ccc(-c2cc(-c3nnc4sc(-c5ccccn5)nn34)[nH]n2)cc1	77%[activator]	-2%	1%	11µM*	-3%	6%	5%	-4%	-53%	5%	54%[activator]
COC(=O)C(NC(=O)c1ccccc1)=C(C)C	-3%	-1%	1%	-1%	-3%	-4%	-2%	0%	-10%	2%	0%
CC1=CC(=O)N(c2ccn(C)n2)C1=O	-6%	2%	-3%	-1%	7%	14µM*	1%	-3%	0%	13µM*	1%
COC(=O)c1cc(NC(=O)Cn2c(=O)oc3ccccc32)cc(C(=O)OC)c1	-5%	-2%	-3%	3%	12%	-14%	-4%	-2%	-5%	7%	18%
CC1CC(=O)N(C)c2cc([N+](=O)[O-])ccc2N1 (configuration not stated)	?	?	0%	-2%	6%	?	-6%	-4%	-7%	6%	-1%
c1ccc(Nc2nc(CSc3ncn[nH]3)cs2)cc1	-1%	11%	?	15µM*	18%	?	.	?	?	6%	3%
O=C(COc1ccc(S(=O)(=O)N2CCOCC2)cc1Cl)NCCCn1ccnc1	-6%	3%	-2%	2%	7%	-10%	3%	-3%	0%	-2%	2%
CCn1c(SCC(=O)Nc2cc(C)on2)nc2c1c(=O)n(C)c(=O)n2C	2%	-3%	0%	0%	1%	0%	-4%	-2%	3%	2%	8%
NC(=O)c1ccccc1NC(=O)CCn1c(=S)oc2ccccc21	-3%	-1%	5%	2%	1%	-20%	5%	1%	-3%	-7%	10%
CCc1ccc2nc(N(CCN(C)C)C(=O)/C=C/c3cccs3)sc2c1	33%[activator]	-2%	0%	0%	-2%	-41%	?	-4%	-31%	?	26%
CC(C)Sc1nnc(SCC(=O)NCCCN2CCCC2=O)s1	.	-1%	2%	.	?	.	1%	1%	9%	.	.
Cc1ccc(/C=C/C(=O)NCc2ccco2)o1	20%	3%	-2%	-9%	14%	27%	.	5%	.	-4%	35%[activator]

Part of the list above, field by field.
Molecule: COc1cccc(NC(=O)Nc2c(C)n(C)n(-c3ccccc3)c2=O)c1
  MBNL1-CUG inh: -4%	ELG1 genotoxic: 2%	Rab9 prom act: -3%	FLuc modulator: -2%	p53 reactivation: 1%	RORg inh: 6%	uPA generation: 2%	NPC1 prom act: -3%	BRCA1 expr up: 4%	VP16 counter: -2%	CXXC DNA block: 0%

Molecule: c1ccc(-c2cc(-c3nnc4sc(-c5ccccn5)nn34)[nH]n2)cc1
  MBNL1-CUG inh: 77%[activator]	ELG1 genotoxic: -2%	Rab9 prom act: 1%	FLuc modulator: 11µM*	p53 reactivation: -3%	RORg inh: 6%	uPA generation: 5%	NPC1 prom act: -4%	BRCA1 expr up: -53%	VP16 counter: 5%	CXXC DNA block: 54%[activator]

Molecule: COC(=O)C(NC(=O)c1ccccc1)=C(C)C
  MBNL1-CUG inh: -3%	ELG1 genotoxic: -1%	Rab9 prom act: 1%	FLuc modulator: -1%	p53 reactivation: -3%	RORg inh: -4%	uPA generation: -2%	NPC1 prom act: 0%	BRCA1 expr up: -10%	VP16 counter: 2%	CXXC DNA block: 0%

Molecule: CC1=CC(=O)N(c2ccn(C)n2)C1=O
  MBNL1-CUG inh: -6%	ELG1 genotoxic: 2%	Rab9 prom act: -3%	FLuc modulator: -1%	p53 reactivation: 7%	RORg inh: 14µM*	uPA generation: 1%	NPC1 prom act: -3%	BRCA1 expr up: 0%	VP16 counter: 13µM*	CXXC DNA block: 1%

Assay outcomes as filed in PubChem BioAssay.
